Screens deposited in PubChem BioAssay by The Scripps Research Institute Molecular Screening Center.
CHO-K1 Ca PAM: nonselective calcium activators in parental CHO-K1 cells, primary screen, counter-screen for M1 PAM project, cell-based, Fluo-8 calcium fluorescence, full deck, 1536-well | ATP EC20; 0% at ATP EC20, 100% at ATP max | activation, % at 3 µM | hit rate 0.02% among 360,000 | AID 602247, 2012;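 active = activation above the run cutoff, the mean activation of all test compounds plus 3 SD, cut at about 40% in these data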;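 note: peak over basal fluorescence ratio in a 140 s read after ATP addition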
CHO-K1 Ca antag: counter-screen for M1 antagonists: effect in parental CHO-K1 cells | ATP-induced calcium, Fluo-8 fluorescence | inhibition, % at 3 µM | hit rate 0.6% among 360,000 | AID 602250;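 active = inhibition above a per-plate cutoff, the plate's mean sample inhibition plus 3 SD, cut at about 24% in these data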;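 note: 0% = DMSO plus EC80 ATP and 100% = DMSO alone without ATP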
M1 ag parental: counter-screen for M1 agonists: effect in parental CHO-K1 cells | AID 602248, 2012 | hit rate 0.48% among 360,000 | Fluo-8 calcium fluorescence; scaled to maximal ATP response, vehicle zero | activation, % at 3 µM; in the data active = activation above about 15%;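 note: untransfected CHO-K1 host cells lacking M1 receptor as counterscreen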
V1aR counter: agonists of human V1a receptor, primary screen, counter-screen for OXTR agonist project, fluorescence, CHO-V1R cells. Vasopressin V1a receptor (Homo sapiens), P37288. Fluo-8 calcium fluorescence, agonist mode; 0% DMSO, 100% 3 nM vasopressin. activation, % at 3 µM. hit rate 0.25% among 320,000. AID 2797, 2010;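 active = activation above the mean activation of all tested compounds plus 3 SD, per screening run, cut at about 20% in these data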;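 note: signal is peak over basal fluorescence ratio across a 100 second FLIPR read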
TAAR1 antagonist: human TAAR1 antagonists, primary screen, Fluo-8 calcium fluorescence, CHO RD-HGA16 cells. antagonist. Trace amine-associated receptor 1 (Homo sapiens), Q96RJ0. hit rate 1.5% among 360,000. inhibition, % at 3 µM;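 active = inhibition above a per-plate cutoff, the mean inhibition of test compounds on that plate plus 3 SD, cut at about 49% in these data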;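 note: 0% = DMSO plus EC80 beta-PEA response and 100% = DMSO alone without agonist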
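Test system – hTAAR1-expressing CHO RD-HGA16 cells, Gα16-coupled · Also added – β-PEA at EC80 concentration, post-compound challenge · Compound – 3 µM, single point · Incubation – dye loading 75 min at 37 °C, then 30 min room temperature · Measured by – Fluo-8 intracellular calcium dye fluorescence, real-time kinetic reads · Benchmarks – vehicle and agonist controls · Replicates – singlicate, one well per test compound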
CHRM1 agonist: human M1 muscarinic receptor agonists, primary screen, Fluo-8 calcium fluorescence, CHO-K1 cells, HTS | activation, % at 3 µM | Muscarinic acetylcholine receptor M1 (Homo sapiens), P11229 | CHO-K1 hM1, agonist mode; 0% DMSO, 100% acetylcholine EC100 | hit rate 0.33% among 360,000;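 active = activation above the run's mean compound activation plus 3 SD, cut at about 16% in these data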;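 note: peak over basal fluorescence ratio within a 140 s kinetic read after compound addition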
Target sequence (P11229 whole entry, looked up): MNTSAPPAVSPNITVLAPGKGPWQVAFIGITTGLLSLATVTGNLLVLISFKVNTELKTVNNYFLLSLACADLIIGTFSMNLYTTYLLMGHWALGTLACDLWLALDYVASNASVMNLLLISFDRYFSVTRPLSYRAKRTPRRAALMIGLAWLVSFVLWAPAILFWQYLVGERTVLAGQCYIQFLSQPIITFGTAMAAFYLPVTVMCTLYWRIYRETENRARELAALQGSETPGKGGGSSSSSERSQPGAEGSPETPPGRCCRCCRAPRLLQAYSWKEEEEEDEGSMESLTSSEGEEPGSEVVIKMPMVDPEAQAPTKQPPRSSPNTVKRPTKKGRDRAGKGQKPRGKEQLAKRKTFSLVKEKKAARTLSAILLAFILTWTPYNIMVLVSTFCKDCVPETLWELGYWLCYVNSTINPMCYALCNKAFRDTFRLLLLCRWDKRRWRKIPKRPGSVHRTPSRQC
OXTR potentiator: human OXTR potentiators, primary screen, fluorescence, CHO-OTR cells, Fluo-8 calcium; hit rate 0.061% among 320,000; Fluo-8 calcium fluorescence, potentiator mode; 0% = oxytocin EC15, 100% = EC100; activation, % at 3 µM; Oxytocin receptor (Homo sapiens), P30559;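 active = activation above that plate's cutoff, the mean activation of tested compounds plus 3 SD, cut at about 6.6% in these data, passing the limit was not always enough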;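 note: 100% uses oxytocin at 75 nM as the full agonist control; some results filed as inactive read as strong as hits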
Target sequence (P30559 whole entry, looked up): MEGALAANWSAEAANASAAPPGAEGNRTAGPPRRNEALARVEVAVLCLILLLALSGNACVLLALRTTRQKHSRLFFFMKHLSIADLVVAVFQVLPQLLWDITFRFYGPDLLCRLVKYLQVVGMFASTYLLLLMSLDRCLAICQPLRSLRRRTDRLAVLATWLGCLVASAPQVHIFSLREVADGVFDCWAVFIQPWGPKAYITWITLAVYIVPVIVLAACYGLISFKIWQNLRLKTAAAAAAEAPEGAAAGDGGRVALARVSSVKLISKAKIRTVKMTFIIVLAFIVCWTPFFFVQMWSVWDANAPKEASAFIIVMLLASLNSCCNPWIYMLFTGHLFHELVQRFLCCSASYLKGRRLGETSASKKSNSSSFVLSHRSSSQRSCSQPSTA
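Measured by – Fluo-8 calcium dye fluorescence · Test system – human OTR in CHO cells · Dosing – one concentration, 3.0 µM compound · Controls – EC15 oxytocin alone as 0%, 75 nM oxytocin as 100% · Evaluation – normalized max/min fluorescence ratio, % activation · Timing – 6 min pre-incubation, 100 s read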
TAAR1 ag: human TAAR1 agonists, primary screen, Fluo-8 calcium fluorescence, CHO RD-HGA16 cells. Trace amine-associated receptor 1 (Homo sapiens), Q96RJ0. vehicle wells 0%, saturating PEA agonist 100%. activation, % at 3 µM. hit rate 0.99% among 360,000;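 active = activation above the mean activation of all test compounds in the run plus 3 SD, cut at about 38% in these data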
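Repeats: no replicates (n 1) | Material: CHO-derived RD-HGA16 cells with stable Gα16 and human TAAR1 | Technique: Kinetic Fluo-8 calcium fluorescence | Schedule: 17-24 h seeding, 75 min 37 °C dye, 30 min RT | Evaluation: % activation from peak over basal fluorescence ratio, DMSO-to-PEA scaled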
CHO parental Ca: ATP-evoked calcium signal inhibitors, parental CHO, primary screen, counter-screen for OX1R antagonist project, cell-based, fluorescence, Fluo-8 calcium dye; parental CHO-K1, ATP-induced calcium, Fluo-8 fluorescence; inhibition, % at 5.6 µM; hit rate 0.63% among 330,000;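 active = inhibition above that plate's mean sample inhibition plus 3 SD, cut at about 26% in these data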;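 note: 0% = ATP-challenged DMSO wells and 100% = DMSO wells without ATP; some compounds past the cut are filed as inactive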
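Material – parental CHO cells · Reagent – ATP stimulus · Compound – single nominal dose of 5.6 µM per compound · Detection – Fluo-8 fluorescence · Read-out basis – percent inhibition of calcium signal · Controls – ATP-challenged DMSO wells low, unchallenged DMSO wells high · Repeats – no replicates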
* = called active by the depositor; . = no result given.

Structure,CHO-K1 Ca PAM,CHO-K1 Ca antag,M1 ag parental,V1aR counter,TAAR1 antagonist,CHRM1 agonist,OXTR potentiator,TAAR1 ag,CHO parental Ca
CCN(CC)S(=O)(=O)c1ccc(N(C)C)c(NC(=O)C2CCCC2)c1,-12.2,-5.1,0.0,0.1,-15.0,0.1,1.4,-1.6,-20.1
CN1CCN(C(=S)c2ccc(Br)cc2)CC1,10.2,-5.4,0.1,-0.8,6.7,-7.5,-4.6,3.2,0.6
COc1ccc(OCCSc2nc3ccccc3n2CCC(=O)O)cc1,5.0,0.1,0.5,-0.4,6.2,-1.7,-8.1,-0.8,7.4
C=CCn1c(=O)c(C(=O)Nc2ncccc2O)c(O)c2ccccc21,19.8,-7.3,2.1,.,-6.5,3.6,.,-0.4,.
Cc1ccc2[nH]c3c(=O)[nH]ncc3c2c1,6.6,-4.7,0.6,0.2,-0.8,-3.5,0.2,1.6,-3.8
CC(=O)c1cccc(NS(=O)(=O)c2csc(C(N)=O)c2)c1,11.6,-6.8,0.7,0.2,-4.2,0.0,-5.3,4.8,2.5
COc1ccc(Cc2nnc(NC(=O)C3CC(=O)N(c4ccc(OC)cc4)C3)s2)cc1 (stereo unspecified),12.1,-14.3,3.0,2.8,-17.3,-2.6,-4.3,0.7,-5.6
COc1ccc(Cl)cc1NC(=O)NCC1CCN(Cc2cc(C)ccc2C)CC1,9.7,-9.4,15.6*,18.0,-7.5,-4.8,-18.8,7.9,-0.3
CCO[C@@H]1OC(C(=O)NC2CC2)=C[C@H](c2csc3ccccc23)[C@H]1CCCO,26.8,-12.9,1.5,-0.1,12.6,-11.1,-6.2,5.0,-18.2
Cc1cc(N2CCN(C)CC2)nc2ccc(NC(=S)N3CCCCC3)cc12,9.5,-9.0,-0.1,.,-32.8,-3.5,.,3.9,.
CCC(CC)NC(=O)c1ccc2nc[nH]c2c1,16.3,-2.8,0.1,-0.8,3.8,2.0,-9.8,2.9,-3.6
Cc1ccc(NC(=O)Cc2nnc(SCC(=O)NC3CCCC3)n2C)cc1,5.9,-18.6,0.4,0.2,-3.5,-3.9,-1.3,-0.9,-6.3
COc1cc2c(cc1OC)C(SC)=NC(C)(C)C2,17.5,-7.8,0.1,-0.5,-8.9,-4.6,-3.0,0.3,-17.3
COC(=O)c1c(NC(=O)COC(=O)c2ccccc2O)sc2c1CCCCC2,19.2,-4.6,0.3,-0.3,-17.6,-5.0,-9.7,2.6,-0.3
COc1c(S(=O)(=O)N2CCN(C(=O)c3ccco3)CC2)ccc(Cl)c1Cl,8.5,1.6,1.9,1.2,15.6,1.2,-7.8,4.5,5.8
O=C(NC1CCCCC1)NC1CC2CCC(C1)N2Cc1nnnn1Cc1ccc2c(c1)OCO2 (stereo unspecified),14.1,-1.6,0.3,-0.7,10.3,-5.0,-0.5,2.9,-38.0
O=C(Nc1ccc(SC(F)F)cc1)C1=COCCO1,11.0,-10.3,1.4,0.7,11.1,-6.1,-13.4,1.1,0.0
Cc1ccc(C(C)C)c(OCC(=O)N/N=C2\CC(=O)CC(C)(C)C2)c1,-15.8,-4.2,0.9,2.1,-17.9,-6.2,-9.5,-1.4,-12.2
COC(=O)CSc1nnc(-c2cccc(NC(=O)c3ccc(C)cc3)c2)n1C,18.5,-7.0,1.1,-1.0,4.7,-4.3,-14.8,3.6,-22.2
CC(CN1CCCC1)OC(=O)c1ccccc1Cl (stereo unspecified),-9.3,3.0,0.5,-0.4,-24.2,-7.7,-10.6,1.3,1.2
CN(CCOc1ccccc1)CCOc1ccccc1,0.6,-2.3,0.8,0.4,3.6,-9.4,-6.8,2.4,-12.4
Cc1onc(-c2ccccc2)c1C(=O)Nc1ccc(OC(C)C)cc1,9.9,-2.1,0.1,-1.9,-11.1,-11.3,0.7,-3.0,4.3
O=C1C[C@H]2[C@H](CO)[C@@H](OC(=O)c3ccc(-c4ccccc4)cc3)C[C@H]2O1,7.1,-12.1,3.1,3.1,13.7,-2.3,-9.9,4.0,-8.6
Cc1nc2ccccc2n1CC(=O)NC1CCCC1,5.2,-4.0,0.6,3.4,-2.7,-4.5,-3.8,8.1,-6.6
O=C(Nc1ccccn1)C12CC3CC(CC(C3)C1)C2,18.6,-18.3,1.0,-0.6,-12.9,-2.6,-2.3,6.6,-16.2
Cc1cccc(C2c3[nH]c4ccccc4c3CCN2C(=O)c2cn(C)c3ccccc3c2=O)n1 (stereo unspecified),10.4,4.3,2.6,2.8,20.9,-7.0,-10.0,7.8,-14.7
CCOCCCNC(=O)C(NC(=O)c1ccc(=O)[nH]c1)c1ccc(Cl)cc1 (stereo unspecified),-8.0,-2.9,0.2,0.1,-18.9,2.9,-3.5,0.4,-4.0
O=S(=O)(NCCCCNS(=O)(=O)c1c(F)cccc1F)c1ccc2c(c1)OCCO2,-19.0,2.8,0.7,1.1,7.7,-3.3,-4.1,7.8,-12.0
CC(=O)N1CCN(CC(=O)Nc2cc([N+](=O)[O-])ccc2Cl)CC1,0.5,-4.5,1.1,0.4,-3.7,0.8,-5.6,0.0,-10.5
COc1ccc(CNC(=O)c2c(C)cc(=O)oc2C)cc1,13.9,-15.3,0.6,0.0,-20.0,-3.7,-10.1,1.6,-5.2

Ordered by length of the SMILES (rising): some entries from above
Structure,CHO-K1 Ca PAM,CHO-K1 Ca antag,M1 ag parental,V1aR counter,TAAR1 antagonist,CHRM1 agonist,OXTR potentiator,TAAR1 ag,CHO parental Ca
COc1ccc(CNC(=O)c2c(C)cc(=O)oc2C)cc1,13.9,-15.3,0.6,0.0,-20.0,-3.7,-10.1,1.6,-5.2
O=S(=O)(NCCCCNS(=O)(=O)c1c(F)cccc1F)c1ccc2c(c1)OCCO2,-19.0,2.8,0.7,1.1,7.7,-3.3,-4.1,7.8,-12.0
Cc1cccc(C2c3[nH]c4ccccc4c3CCN2C(=O)c2cn(C)c3ccccc3c2=O)n1 (stereo unspecified),10.4,4.3,2.6,2.8,20.9,-7.0,-10.0,7.8,-14.7

Other records
Structure,CHO-K1 Ca PAM,CHO-K1 Ca antag,M1 ag parental,V1aR counter,TAAR1 antagonist,CHRM1 agonist,OXTR potentiator,TAAR1 ag,CHO parental Ca
CC(=O)Nc1ccc(C(=O)COC(=O)c2nc3nc(C)cc(C)n3n2)cc1,-8.6,-17.2,0.1,0.1,-16.7,-2.7,-3.9,0.9,-0.6
CC(NCc1ccccc1)C1COc2ccccc2O1 (stereo unspecified),20.4,-14.7,3.6,0.9,8.7,-4.9,0.7,13.5,-5.6
CCc1ccc(N/C(N)=N/c2nc(CSc3ncccn3)cc(=O)[nH]2)cc1,19.6,0.7,0.7,5.3,11.2,-2.2,-9.4,7.0,-19.1
O=C(NCC(=O)N1CC=C(c2ccccc2)CC1)c1ccccc1Br,15.2,-13.3,2.2,1.7,-38.4,-3.1,-10.7,0.9,-17.7
O=C1NC(CCO)C(=O)NC1CCO (stereo unspecified),7.3,-1.9,0.1,.,-8.8,-0.8,.,1.5,.
CCN(CC)CCNc1nc(-c2ccccc2)c2c(c1C#N)CC(C)(C)OC2,18.6,-12.7,0.9,0.0,7.7,-5.3,-4.6,4.1,-13.3
NC(=O)Cn1c(=O)n(CCCC(=O)NC2CCN(Cc3ccccc3)CC2)c(=O)c2ccccc21,1.3,2.5,0.2,0.0,-9.2,-7.5,-1.3,2.0,-3.6
CCC(C)[C@H](NC(=O)NCCCOC(C)C)C(=O)OC (stereo partly specified),-15.1,6.6,0.2,1.0,-6.4,-0.7,-1.2,4.8,2.2
NC(=O)c1ccc[n+](CC(=O)c2ccc(F)cc2)c1,-1.0,-6.9,-0.1,0.1,-9.4,-3.6,3.6,0.5,11.9
C/C(N)=C(/C#N)C(=O)COC(=O)C1CCC(C(C)(C)C)CC1 (stereo unspecified),1.0,10.2,4.8,6.8,15.6,2.2,-18.0,4.1,14.3
O=C(COC(=O)c1ccc(S(=O)(=O)N2CCCCC2)cc1)NC1CCCCC1,15.0,-4.3,0.9,.,-2.7,-3.8,.,0.1,.
COc1ccccc1/C=N/NC(=O)c1ccc2c(c1)OCO2,13.1,-8.6,1.4,0.3,6.3,-3.7,6.0,2.6,-4.1
CCCCN1C(=O)N(CCc2ccc(F)cc2)S(=O)(=O)c2cc(C(F)(F)F)ccc21,10.2,-10.9,1.2,.,19.2,-7.7,.,3.6,-29.1
CSc1nc(C)cc(OCC(=O)n2nc(C)cc2C)n1,8.0,-8.7,0.2,0.5,-2.1,-2.5,-1.0,10.4,-5.1
N#Cc1cc(-c2ccccc2)nc(N2CCNCC2)n1,3.1,-4.5,2.4,0.9,-32.0,-2.1,-7.6,6.4,-28.8
CCc1ccc(NC(=O)c2ccccc2Br)cc1,-9.7,-1.1,-0.4,-0.8,-3.8,-4.7,-7.4,-1.6,-21.1
O=C(c1ccc2c(c1)C(=O)N(Cc1ccncc1)C2=O)N1CCN(S(=O)(=O)c2ccc(OC(F)(F)F)cc2)CC1,-10.7,11.9,-0.2,.,-7.4,-4.5,.,-3.4,.
CCCCOC(=O)Nc1ccc(S(=O)(=O)Nc2nccs2)cc1,2.8,-10.1,0.1,1.0,15.2,-3.0,-2.4,6.0,8.4
CN(C)S(=O)(=O)c1ccc(N2CCCC2)c(C(=O)OCC(=O)NC2(C#N)CCCCC2)c1,-8.3,-4.2,0.5,0.1,.,-5.2,-3.3,.,-25.6
O=C(CCS(=O)(=O)c1ccc(Cl)cc1)Nc1cccc(S(=O)(=O)N2CCCCCC2)c1,-0.1,-5.8,7.3,.,16.2,-4.5,.,7.0,.
Cn1c(=O)c2nc(-c3ccccc3)oc2c2ccccc21,18.0,6.6,-0.1,-1.2,-5.8,-1.7,-10.1,0.9,-24.6
CC(C)(C)c1nn(-c2ccccc2)c2[nH]c(=O)c(CNCc3ccc4c(c3)OCO4)cc12,12.3,-19.2,0.1,0.3,-29.3,-4.1,-3.3,7.9,-27.3
